Assay outcomes as filed in PubChem BioAssay.
E-sel inducer: induces E-selectin expression in human endothelial cells. P16581. HUVEC E-selectin immunofluorescence imaging; normalized: neutral wells 0, TNF-alpha wells 100. activation, % at 7.58 µM. 260,000 compounds, 0.37% hits;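 active means mean E-selectin-positive cell signal at least 10% of the positive control, reached in at least 60% of replicates, without over 20% cell loss; inconclusive means no rule given, readout overlaps actives, possibly toxicity-flagged; inactive means the rest, including those meeting only one limit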;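 further: in these data hits start at about 27%; measured in HUVEC primary endothelial cells; signal is the percent of cells scored E-selectin positive by PE staining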
Target sequence (P16581 whole entry, looked up): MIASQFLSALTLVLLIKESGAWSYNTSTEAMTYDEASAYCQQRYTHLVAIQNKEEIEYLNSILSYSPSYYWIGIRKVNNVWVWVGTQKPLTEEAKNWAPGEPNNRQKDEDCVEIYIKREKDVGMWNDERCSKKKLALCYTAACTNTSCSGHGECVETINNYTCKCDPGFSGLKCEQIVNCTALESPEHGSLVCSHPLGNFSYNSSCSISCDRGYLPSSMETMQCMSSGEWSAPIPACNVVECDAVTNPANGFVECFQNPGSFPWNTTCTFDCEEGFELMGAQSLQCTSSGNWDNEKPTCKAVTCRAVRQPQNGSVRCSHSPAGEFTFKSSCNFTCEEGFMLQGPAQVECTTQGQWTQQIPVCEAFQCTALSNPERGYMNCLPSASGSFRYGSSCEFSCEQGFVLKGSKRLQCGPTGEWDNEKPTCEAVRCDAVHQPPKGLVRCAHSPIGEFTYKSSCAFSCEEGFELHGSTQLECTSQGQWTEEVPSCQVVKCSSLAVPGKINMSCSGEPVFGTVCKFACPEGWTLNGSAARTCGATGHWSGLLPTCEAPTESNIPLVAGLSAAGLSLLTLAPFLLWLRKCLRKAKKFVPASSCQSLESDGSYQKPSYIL
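Assay system: HUVEC, human umbilical vein endothelial cells / Amount: 3,000 HUVEC/well / Controls: TNF-alpha positive control, DMSO neutral control / Compound dosing: single concentration / Medium: EGM-2 over gelatin coat / Evaluation: percent E-selectin-positive cells / Signal: immunofluorescence imaging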
esBAF inh: inhibitors of esBAF chromatin remodeling in mouse ES cells. Bmi1-luciferase knock-in reporter, 24 h; 100% = twice the neutral-well signal. AID 602393. 350,000 compounds, 2% hits. reporter increase, % at 12.5 µM; in the data active means activation above about 40%; inconclusive means no clear call, values can overlap the other calls;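 further: 0% = median of the plate's neutral control wells and 100% = double that signal; a rise in the Bmi1 reporter signal indicates esBAF inhibition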
RAD52 anneal inh: inhibitors of human RAD52 DNA annealing | recombinant RAD52 DNA annealing, FRET fluorescence | 360,000 compounds, 0.46% hits | AID 651710 | inhibition, % at 18.7 µM | P43351;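 active means every replicate showing at least 50% inhibition; inconclusive means mean inhibition at least 50% but not in every replicate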
PglD inh: PglD (C. jejuni) enzyme inhibition | purified PglD enzyme, DTNB colorimetric CoA detection | inhibition, % at 12.5 µM | AID 602405 | 360,000 compounds, 0.098% hits; in the data active means inhibition above about 16%, passing the limit was not always enough; inconclusive means no clear call, values can overlap the other calls; further: strong numbers were not always called active
ERp5 inh: inhibitors of human ERp5; ERp5 insulin aggregation, absorbance 650 nm, 90 min; inhibition, % at 9.99 µM; 350,000 compounds, 0.05% hits; Q15084;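 active means mean replicate inhibition above about 25%, with every replicate also reaching it, limit read from the data, passing the limit was not always enough; inconclusive means only one of those two criteria met; inactive means neither criterion met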
Target sequence (Q15084 whole entry, looked up): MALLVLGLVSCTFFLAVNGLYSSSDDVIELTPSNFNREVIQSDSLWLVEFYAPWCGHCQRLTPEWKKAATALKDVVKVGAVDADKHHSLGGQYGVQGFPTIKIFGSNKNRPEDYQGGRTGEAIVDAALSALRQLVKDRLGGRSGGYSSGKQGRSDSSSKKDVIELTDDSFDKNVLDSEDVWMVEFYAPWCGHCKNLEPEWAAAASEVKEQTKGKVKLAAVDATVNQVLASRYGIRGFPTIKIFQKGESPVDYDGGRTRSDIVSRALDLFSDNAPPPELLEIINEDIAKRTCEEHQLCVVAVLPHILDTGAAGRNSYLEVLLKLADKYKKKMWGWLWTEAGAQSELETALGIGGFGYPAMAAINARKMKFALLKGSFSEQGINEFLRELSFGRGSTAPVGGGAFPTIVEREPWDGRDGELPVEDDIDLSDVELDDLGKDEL
ARNT TACC3 PPI: ARNT/TACC3 interaction disruption | Q9Y6A5 | AlphaScreen His-ARNT PAS-B/GST-TACC3 binding, luminescence; TACC3 fragment carries E629A point mutation | inhibition, % at 9.99 µM | 390,000 compounds, 0.66% hits | AID 623870;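 active means mean inhibition of replicates at least 50% and at least half of replicates each reaching 50%; inconclusive means half or more replicates reach 50% but mean below 50%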;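 further: 0% = complete ARNT plus TACC3 wells and 100% = ARNT alone without TACC3; many hits fall short of the cut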
Casp6 inh: blocks human caspase-6 cleavage activity | AID 686996 | purified caspase-6, Z-VEID-R110 cleavage fluorescence | 350,000 compounds, 0.53% hits | inhibition, % at 12.5 µM;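 active means mean inhibition across replicates at least about 35%, with every replicate also reaching that limit, limit read from the data; inconclusive means only one of the two criteria met; inactive means neither criterion met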;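 further: 0% = median of neutral control wells and 100% = no fluorescence left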
RAD54 inh: blocks human RAD54 Holliday junction branch migration. inhibition, % at 10.4 µM. FAM/BHQ fluorescence. 360,000 compounds, 0.14% hits. Q92698;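 active means mean normalized replicate activity at least 40 and at least half of replicates scoring 40 or more; inconclusive means only one of the two criteria met; inactive means mean below 40 and under half of replicates reaching 40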;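 further: 0% = median of neutral control wells and 100% = median of positive control wells; inhibitors cause a drop in the FAM fluorescence signal; in these data hits start at about 50%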
The depositor's hits bear a star; ? = inconclusive; . = not tested or not shown.

mol,E-sel inducer,esBAF inh,RAD52 anneal inh,PglD inh,ERp5 inh,ARNT TACC3 PPI,Casp6 inh,RAD54 inh
C[C@@H]1CN([C@H](C)CO)C(=O)Cc2cc(NC(=O)CCCCCC(=O)Nc3ccccc3N)ccc2O[C@H]1CN(C)Cc1ccc(Cl)c(Cl)c1,-0.1,.,-17,.,-5,.,0,.
CN(C)C1=NCCN1CCCCc1ccccc1,0.4,-8,7,1,-1,-4,-13,-3
Cc1ccc(Cl)cc1N1CCN(Cc2nnnn2Cc2ccco2)CC1,.,4,.,16,.,-4,.,1
Cc1onc(-c2ccccc2)c1C(=O)Nc1nnc(CC(C)(C)C)s1,0.0,-3,-4,5,3,-3,1,0
CCOC(=O)N1CCN(C(=S)NC(=O)c2c(-c3c(Cl)cccc3Cl)noc2C)CC1,3.6,.,-7,.,-9,31,-3,.
C[C@@H]1CN([C@@H](C)CO)C(=O)c2cc(NS(=O)(=O)c3cn(C)cn3)ccc2O[C@@H](C)CCCCO[C@@H]1CN(C)C(=O)c1ccncc1,0.5,-3,12,0,2,1,-1,-2
COc1ccc(Cl)cc1C(=O)NCCCn1ccnc1,2.1,-5,-7,4,22,-18,-10,15
O=C(c1cnn2c(C(F)(F)F)cc(-c3cccs3)nc12)N1CCCC1,-0.6,0,-15,.,-7,-7,4,.

mol,E-sel inducer,esBAF inh,RAD52 anneal inh,PglD inh,ERp5 inh,ARNT TACC3 PPI,Casp6 inh,RAD54 inh
Cc1cccc(S(=O)(=O)N2CC[C@@H]3[C@H](CO)Nc4ccc(C#Cc5cccnc5)cc4[C@@H]32)c1,-0.7,7,.,2,.,0,.,2
CCOC(=O)[C@H]1[C@H]2COc3cc(OC)ccc3[C@@H]2N2C(=O)c3cc(F)c(F)cc3NC(=O)[C@@]12C,0.1,-1,-5,4,-2,0,4,-4
CC[C@]12c3[nH]c4ccc(OC)cc4c3CCN1C(=O)C(CC(=O)NCCc1ccccn1)C[C@@H]2C(=O)N1CCN(C(=O)C2CC2)CC1 (some centres undefined),-0.2,9,-7,0,2,0,-53,-1
COCCCN1C(=O)N(c2ccc(F)cc2)C(=O)C1CC(=O)Nc1ccccc1 (centres undefined),0.0,-2,-3,5,2,-5,1,9
CCOC(=O)C1(C)C(C(=O)OC)=C(c2ccc(OC)cc2)c2ccccc2N1C(=O)OC (centres undefined),.,-4,-8,4,7,1,-4,-7
Cc1ccc(NC(=O)CSc2nc3ccccc3c3nc(CCn4cncc4C)nn23)c(C)c1,.,.,1,8,-3,-1,3,-3
O=C(COC(=O)Cc1ccccc1F)Nc1ccc(F)cc1F,0.1,.,-7,.,-3,7,1,.
O=C(c1ccc(=O)oc1)N1CCN(c2ccc(F)cc2)CC1,.,-7,.,1,.,4,.,-6

A draw from above in order of SMILES length, largest number first:
mol,E-sel inducer,esBAF inh,RAD52 anneal inh,PglD inh,ERp5 inh,ARNT TACC3 PPI,Casp6 inh,RAD54 inh
Cc1ccc(NC(=O)CSc2nc3ccccc3c3nc(CCn4cncc4C)nn23)c(C)c1,.,.,1,8,-3,-1,3,-3
COCCCN1C(=O)N(c2ccc(F)cc2)C(=O)C1CC(=O)Nc1ccccc1 (centres undefined),0.0,-2,-3,5,2,-5,1,9
O=C(c1ccc(=O)oc1)N1CCN(c2ccc(F)cc2)CC1,.,-7,.,1,.,4,.,-6

Continued:
mol,E-sel inducer,esBAF inh,RAD52 anneal inh,PglD inh,ERp5 inh,ARNT TACC3 PPI,Casp6 inh,RAD54 inh
CCN(CC)c1ccc(-c2nc3cnccc3n2C)cc1,.,40,.,-10,.,-3,.,7
O=C(NC1CCCC1)[C@@H]1[C@@H](CO)[C@@H]2Cn3c(ccc(-c4ccncc4)c3=O)[C@@H]2N1CCc1ccccc1,0.0,1,-24,1,0,0,6,9
C=CCN(c1ccccc1OC)S(=O)(=O)c1cccc(C(=O)Nc2nnc(C3CC3)s2)c1,-0.2,7,-7,5,3,2,-1,0
O=S(=O)(c1ccc(F)cc1)c1nc(-c2ccc(F)cc2)oc1NCCN1CCOCC1,.,5,.,1,.,-4,.,-6
COCC(=O)N1CC[C@H]2[C@H](CO)Nc3ccc(-c4cccc(C(=O)N(C)C)c4)cc3[C@H]21,2.6,-4,-7,-4,3,-13,.,-7
O=C(COc1ccccc1)Nc1cccc(-c2nc3cc4ccccc4cc3[nH]2)c1,.,6,.,-6,.,-9,.,-4
Cc1nc(SCc2nc3ccccc3[nH]2)c2oc3cc([N+](=O)[O-])ccc3c2n1,15,49*,-4,6,7,-3,.,-4
CC1CCCC(C)N1C(=O)CSc1nnnn1C1CCCC1 (centres undefined),-0.2,19,-16,-1,2,3,-3,-5

mol,E-sel inducer,esBAF inh,RAD52 anneal inh,PglD inh,ERp5 inh,ARNT TACC3 PPI,Casp6 inh,RAD54 inh
Cc1ccc(S(=O)(=O)N(C)CC(=O)N2CCN(C(=O)c3ccco3)CC2)cc1,.,2,.,-2,.,-1,.,-14
CC(C)NC(=O)c1cc(-c2ccco2)nn1-c1ccc(Cl)cc1,.,-8,-22,-1,14,7,10,-6
CCOC(=O)Cn1nc(C)cc1NC(=O)c1cccnc1,-0.1,9,-5,0,-2,-5,1,1
COc1cccc(S(=O)(=O)N[C@H]2C=C[C@H](CC(=O)NCc3ccc(F)cc3)O[C@H]2CO)c1,-0.3,1,10,1,10,-20,1,7
Cc1cccc(COC[C@H](Cc2ccccc2)N2CCN(C(=O)c3ccc(C(F)(F)F)cc3)CCC2=O)c1,?,.,-5,.,5,.,1,.
CCOc1ccc(CNC(=O)C2CCN(C(=O)N3CC(C)Oc4ccccc43)CC2)cc1 (centres undefined),.,-3,-16,-1,-5,-1,-3,-12
COCCn1c(=O)[nH]c2cc(C(=O)NCCN3CCN(c4ccccc4)CC3)ccc2c1=O,.,-2,.,3,.,-3,.,11
O=C(COC(=O)c1ccc2c(c1)OCCO2)NCCc1ccc(F)cc1,-0.3,-2,-3,6,-4,-2,0,5

mol,E-sel inducer,esBAF inh,RAD52 anneal inh,PglD inh,ERp5 inh,ARNT TACC3 PPI,Casp6 inh,RAD54 inh
O=C(C1CCCC1)N1CC[C@@H]2[C@H]1c1cc(-c3cccc(F)c3)ccc1N[C@@H]2CO,0.6,.,-304,.,-1,.,1,.
C[C@H]1CCCCO[C@H](CN(C)C(=O)Nc2cccc3ccccc23)[C@@H](C)CN([C@@H](C)CO)C(=O)c2cc(NS(C)(=O)=O)ccc2O1,-0.2,3,17,1,-2,29,5,-1
COc1ccc(-c2cc(C3CC3)nc3sc(C#N)c(N)c23)cc1,.,-6,.,-3,.,-55,.,1
O=C(O)/C=C\C(=O)Nc1ccc(N2CCN(c3cccc(Cl)c3)CC2)cc1,5.0,.,-14,.,-3,5,-6,.
CS(=O)(=O)c1nc(S(=O)(=O)c2ccc(Cl)cc2)c(NCc2ccccn2)s1,.,.,-16,.,0,0,3,.
Cc1noc(C)c1NC(=O)N(C)C[C@@H]1OCCCC[C@H](C)Oc2ccc(NS(=O)(=O)c3ccccc3)cc2C(=O)N([C@@H](C)CO)C[C@H]1C,-0.2,1,6,0,3,-5,0,-2
COc1cc(NC(=O)Cn2cnc3ccccc3c2=O)c(OC)cc1Cl,.,-7,-1,1,0,.,0,-2
Cc1ccc(Cn2c(=O)sc3ccccc3c2=O)cc1,.,-2,.,2,.,-13,.,-9

mol,E-sel inducer,esBAF inh,RAD52 anneal inh,PglD inh,ERp5 inh,ARNT TACC3 PPI,Casp6 inh,RAD54 inh
C[C@@H]1CN([C@@H](C)CO)S(=O)(=O)c2ccc(-c3cccc(F)c3)cc2O[C@H]1CN(C)S(=O)(=O)c1ccc(F)cc1,-0.3,12,9,-1,-3,-2,2,6
Cc1c(C(=O)N2CCN(C(=O)c3ccco3)CC2)oc2c(Cl)cccc12,-0.3,-2,-1,-3,1,1,3,-4
COC(=O)c1ccc(S(=O)(=O)N2CCC(C(N)=O)CC2)n1C,4.1,-6,-7,-7,6,-17,-2,-5
COc1ccc(S(=O)(=O)N2C[C@@H](O)COC[C@H]3O[C@H](CC(=O)NCc4ccc(Cl)c(Cl)c4)CC[C@@H]32)cc1,0.0,-2,-18,0,-4,1,-4,-2
Cc1nn(C)c(C(=O)N/N=C/c2cccnc2)c1Br,.,-3,-13,1,2,-7,-2,-3
COc1cc(C(=O)NCCNc2nc3cc(C)ccc3cc2C#N)cc(OC)c1OC,0.1,-2,-48,4,0,-7,-2,-4
CC(C)c1ccc(/C=C2\NC(=O)NC2=O)cc1,0.7,23,-8,2,10,2,3,-4
Cc1nc(N2CCOCC2)c2cc(-c3ccccc3)sc2n1,.,16,.,-1,.,-5,.,11

An excerpt from above in order of their number in ARNT TACC3 PPI, largest number first:
SMILES | ARNT TACC3 PPI
CC(C)c1ccc(/C=C2\NC(=O)NC2=O)cc1 | 2
Cc1c(C(=O)N2CCN(C(=O)c3ccco3)CC2)oc2c(Cl)cccc12 | 1
COc1cc(C(=O)NCCNc2nc3cc(C)ccc3cc2C#N)cc(OC)c1OC | -7

Next records follow:
Molecule,E-sel inducer,esBAF inh,RAD52 anneal inh,PglD inh,ERp5 inh,ARNT TACC3 PPI,Casp6 inh,RAD54 inh
O=C(C[C@H]1CC[C@@H]2[C@H](COC[C@@H](O)CN2Cc2ccccc2)O1)NCc1ccccc1Cl,0.0,-2,17,2,5,11,-3,-3
O=C(NC(=S)Nc1ccc(N2CCCCC2)c(Cl)c1)c1cccs1,.,1,.,7,.,-1,.,-2
O=C(NCc1ccccc1)NC1CCS(=O)(=O)C1 (centres undefined),.,-4,-3,.,2,-2,-1,.
O=C(c1ccc(Cl)c([N+](=O)[O-])c1)N(c1ccccn1)c1ccccn1,.,.,-13,2,5,1,3,-2
COc1ccc(OC)c(/C=N/n2c(C)nc3ccccc3c2=O)c1,0.3,0,-14,-2,3,.,-4,-1
Cc1cnc(NC(=O)CSc2nnc3ncccn23)s1,.,-12,-14,7,-2,-5,-6,3
Cc1ccccc1NC(=O)Cn1c(=O)oc2ccccc21,.,-11,-2,2,4,28,1,-3
Cc1cccc(Oc2ccc(S(=O)(=O)N3CCCCC3)cc2N)c1,.,.,-16,.,-2,1,1,.
COc1ccc(C(=O)OCn2nnc3ccccc3c2=O)cc1,-0.6,.,-16,.,-2,-8,4,.
CSc1nc2nc(Cl)c(Cl)nc2[nH]1,-0.1,2,-19,3,-3,.,2,-1
CC1CCc2nn(CC(=O)N3CCCCCC3)cc2C1 (centres undefined),-0.1,15,4,-2,-1,.,-2,12
CCOc1ccc2nc(NC(=O)C(NS(=O)(=O)c3cccc4nsnc34)C(C)C)sc2c1 (centres undefined),0.1,12,-7,-4,1,4,0,4
COC(=O)[C@@H]1[C@@H](CO)[C@@H]2Cn3c(ccc(C4=CCCC4)c3=O)[C@@H]2N1C(=O)C1CCCC1,0.0,1,-27,-2,-2,1,3,-9
COc1ccc(NC(=O)N(C)C[C@H]2OCCCC[C@@H](C)Oc3ccc(NC(=O)Nc4ccccc4)cc3C(=O)N([C@H](C)CO)C[C@@H]2C)cc1,0.1,7,-28,2,-2,1,-3,8
c1ccc(-c2csc3nnc(SCc4ccc5c(c4)OCO5)n23)cc1,0.0,2,-3,-5,1,.,2,-3
CC(C)C[C@@H](CN1CCCC1CN1C(=S)NC[C@@H]1Cc1ccc(O)cc1)N1C[C@H](Cc2ccccc2)N(CC2CCCCCC2)C1=S (some centres undefined),-0.1,5,-2,-2,4,-5,2,4
